Screens: PubChem BioAssay, National Center for Advancing Translational Sciences (NCATS)
Pf Dd2 growth = Plasmodium falciparum Dd2 growth inhibition; P. falciparum Dd2 growth, SYBR Green, 72 h; hit rate 4.3% among 120,000; Potency, µM (highest dose often 28.9 µM), for the others: top-dose activity, negative = inhibition, hits mostly inhibitors; AID 1347417; active = well fitted inhibition curve with a large enough effect; inconclusive = small, poorly fitted or top-dose-only effect; inactive = no such curve, though single readings can be large or run the other way;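 note: plate controls were DMSO vehicle for no effect and reference drug for full effect; nearly all actives have a fitted effect of over 65% in size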
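Readout: SYBR Green fluorescence, 485 nm excitation, 535 nm emission, after ~16 h lysis at 37C. Before that, Dd2-infected red cells (2.5% hematocrit) grew 72 h with compound, 29 uM top final concentration.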
* marks the source's active call; other numbers are inactive results; [ ] = remark or other dose. Potency is the fitted concentration of half-maximal effect. An excerpt; the hit share may differ from the screen's.

Results for O=C(Cc1cccnc1)N1CCOCC2(CN(Cc3cc(F)cc(F)c3)C2)C1 ?
Pf Dd2 growth: 36%[activator][44.1 µM]

What do the screens show for `Cc1ccc(NC(=O)N2c3ccccc3CC2c2nc(C3CC3)no2)c(C)c1` (stereo unspecified)?
Pf Dd2 growth: inactive[5.79 µM]

What do the screens show for `O=C(NCc1c[nH]c2ncccc12)c1ccccc1F`?
Pf Dd2 growth: inconclusive

How did CCn1ccnc1CN1CCCC(C(=O)Nc2ccccc2-c2ccc(OC)cc2)C1 (stereo unspecified) do in these assays?
Pf Dd2 growth: inactive

What do the screens show for `CCN(CC)c1cc(CCC(=O)NCCCN2CCOCC2)ccn1`?
Pf Dd2 growth: inconclusive

How did CCn1nccc1C(=O)N1CCC(O)(c2ccccc2)[C@H](N(C)C)C1 (stereo partly specified) do in these assays?
Pf Dd2 growth: inactive[5.79 µM]

How did COc1ccc(-c2nc3sc(CCNC(=O)C(=O)Nc4c(C)cccc4C)c(C)n3n2)cc1 do in these assays?
Pf Dd2 growth: 28%

Results for O=C(CN1C(=O)COc2ccc(S(=O)(=O)N3CCOCC3)cc21)N1CCN(c2cccc(Cl)c2)CC1 ?
Pf Dd2 growth: -26%

What do the screens show for `CC1CCN(C(=O)c2cc(CN3CCC(Cc4ccccc4)CC3)on2)CC1`?
Pf Dd2 growth: inconclusive

What do the screens show for `O=C([C@@H]1C[C@H](Oc2ccccc2)CN1C(=O)NC1CCCCC1)N1CCCC1`?
Pf Dd2 growth: -1%

Results for CS(=O)(=O)N1CCOc2ccc(CCC(=O)N3CCC(C(N)=O)CC3)cc2C1 ?
Pf Dd2 growth: 21%

Results for Cc1ccc(OCC(=O)N2CCC3(CC2)CCC(O)(CN(C)C)CC3)cc1 ?
Pf Dd2 growth: -8%

Results for NC(=O)c1ccc(-c2nccc(N3CCC(O)CC3)n2)cc1Cl ?
Pf Dd2 growth: -10%

Results for COc1cc2c(=O)n(CCC(=O)NCC3CCCO3)c(=O)n(CC(=O)Nc3ccccc3C)c2cc1OC (stereo unspecified) ?
Pf Dd2 growth: -10%

Results for O=C1NCCCCCN(C(=O)CN2CCCCCC2)[C@H]2CCC[C@@H]12 ?
Pf Dd2 growth: inactive

Results for COc1ccc(-c2noc(CSc3nnc(-c4ccncc4)n3-c3ccc(C)cc3)n2)cc1OC ?
Pf Dd2 growth: inconclusive

What do the screens show for `COc1nc(C)c(C(=O)N2CCC(c3[nH]ncc3-c3ccccc3)CC2)s1`?
Pf Dd2 growth: -26%

Results for COc1ccc(CCn2c(=O)c3cccnc3n(CC(=O)Nc3c(C)cc(C)cc3C)c2=O)cc1OC ?
Pf Dd2 growth: inactive

How did O=S(=O)(Cc1ccccc1)N1CCC(Cc2nncn2-c2ccccc2)CC1 do in these assays?
Pf Dd2 growth: inactive

What do the screens show for `O=C(c1cnccn1)N1CCCC(c2ccccc2)(c2ccccc2)C1`?
Pf Dd2 growth: inconclusive

Six entries picked at random from those above:
Results for NC(=O)c1ccc(-c2nccc(N3CCC(O)CC3)n2)cc1Cl ?
Pf Dd2 growth: -10%

What do the screens show for `O=C([C@@H]1C[C@H](Oc2ccccc2)CN1C(=O)NC1CCCCC1)N1CCCC1`?
Pf Dd2 growth: -1%

Results for COc1ccc(-c2noc(CSc3nnc(-c4ccncc4)n3-c3ccc(C)cc3)n2)cc1OC ?
Pf Dd2 growth: inconclusive

What do the screens show for `COc1nc(C)c(C(=O)N2CCC(c3[nH]ncc3-c3ccccc3)CC2)s1`?
Pf Dd2 growth: -26%

How did COc1ccc(-c2nc3sc(CCNC(=O)C(=O)Nc4c(C)cccc4C)c(C)n3n2)cc1 do in these assays?
Pf Dd2 growth: 28%

What do the screens show for `CC1CCN(C(=O)c2cc(CN3CCC(Cc4ccccc4)CC3)on2)CC1`?
Pf Dd2 growth: inconclusive

The list goes on:
How did CCOc1ccccc1C(=O)N1CCCN(c2cc(-c3ccc(Cl)cc3)[nH]n2)CC1 do in these assays?
Pf Dd2 growth: inconclusive

What do the screens show for `COc1ccc(C2Cn3nnc(-c4noc(-c5ccc(OC)cc5C)n4)c3CO2)cc1` (stereo unspecified)?
Pf Dd2 growth: inconclusive

Results for O=C(c1c(F)cccc1F)N1CCC(OC2CCN(Cc3ccccc3)CC2)CC1 ?
Pf Dd2 growth: 11µM*

What do the screens show for `CCCN1CCN(CCCNC(=O)c2ccc3nc(Cc4ccccc4)oc3c2)CC1`?
Pf Dd2 growth: inconclusive

Results for COc1cccc(C(=O)Nc2nc(-c3nnn(-c4cc(C)ccc4C)c3C)ns2)c1 ?
Pf Dd2 growth: 25%

How did Cc1noc([C@@H]2CN(Cc3ccc(F)c(Cl)c3)C[C@H]2CO)n1 do in these assays?
Pf Dd2 growth: -6%

Results for CCCCCOC(=O)CSc1nc2sc3c(c2c(=O)n1-c1ccccc1)CC(C)(CC)OC3 (stereo unspecified) ?
Pf Dd2 growth: -24%

What do the screens show for `O=C(OCc1cc(=O)n2nc(C3CC3)sc2n1)c1ccc(NC(=O)c2ccccc2F)cc1`?
Pf Dd2 growth: -12%

What do the screens show for `Cc1nc2ccc(Cc3nc(-c4cccnn4)no3)cc2[nH]1`?
Pf Dd2 growth: 11%

How did CC(C)NC(=O)C1CCCN(c2ncnc3c2nc2n3CCCCC2)C1 (stereo unspecified) do in these assays?
Pf Dd2 growth: inconclusive

How did O=C(c1ccc2nccnc2c1)N1CCn2nc(Cc3ccccc3)cc2C1 do in these assays?
Pf Dd2 growth: -19%

What do the screens show for `COc1ccc(-c2cc(C(=O)N3CCOCC3)c3c(C4CCCN4)nn(C)c3n2)cc1` (stereo unspecified)?
Pf Dd2 growth: -26%

How did CCN1c2cc(C(=O)Nc3ccc(C)cc3)ccc2C(=O)N2CCCCC21 (stereo unspecified) do in these assays?
Pf Dd2 growth: inactive

Results for Cc1ccc(CN2CCc3nc(N4CCOCC4)[nH]c(=O)c3CC2)s1 ?
Pf Dd2 growth: inactive[5.79 µM]

What do the screens show for `CSc1ccc(-c2nc(CN3CCOC(CCO)C3)c(C)o2)cc1` (stereo unspecified)?
Pf Dd2 growth: -10%

How did COc1cccc(CC(=O)N2CCC(Cn3c(C)cnc3C3CCC3)CC2)c1 do in these assays?
Pf Dd2 growth: inconclusive

Results for Cn1nnnc1SCCNCc1cc(Br)ccc1OCc1ccccc1Cl ?
Pf Dd2 growth: inconclusive

What do the screens show for `CC(C)c1noc([C@@H]2C[C@H]3C(=O)NCCCCCCN(C(=O)c4ccco4)[C@H]3C2)n1`?
Pf Dd2 growth: -8%

How did COCCn1c(=O)n([C@H]2CCCN(C(=O)c3cc(C)nn3C)C2)c2ncccc21 do in these assays?
Pf Dd2 growth: -8%

How did CNC(=O)[C@@H](c1ccccc1)N1CCC[C@H]1C(=O)NC1CCOCC1 do in these assays?
Pf Dd2 growth: -15%[44.1 µM]

A draw from above in order of SMILES length, smallest number first:
What do the screens show for `Cc1nc2ccc(Cc3nc(-c4cccnn4)no3)cc2[nH]1`?
Pf Dd2 growth: 11%

Results for O=C(c1c(F)cccc1F)N1CCC(OC2CCN(Cc3ccccc3)CC2)CC1 ?
Pf Dd2 growth: 11µM*

What do the screens show for `O=C(OCc1cc(=O)n2nc(C3CC3)sc2n1)c1ccc(NC(=O)c2ccccc2F)cc1`?
Pf Dd2 growth: -12%

Remaining list, next part.
What do the screens show for `Cc1ccc(C)c(N2CCN(C(=O)CS(=O)(=O)c3cccc4nsnc34)CC2)c1`?
Pf Dd2 growth: inactive

Results for C=CCCC(CN1CCCOCC1)Oc1ncc(C)c(N(C)C)n1 (stereo unspecified) ?
Pf Dd2 growth: inconclusive

How did COc1ccc(CCNC(=O)Cn2nc(C)n3c(cc4occc43)c2=O)cc1OC do in these assays?
Pf Dd2 growth: 71%[activator]

Results for COc1ccccc1NC(=O)Cn1nnc(C(=O)Nc2ccccc2Br)c1N ?
Pf Dd2 growth: 38%

Results for Cc1ccc(C2=NC3(CCN(C(=O)c4c[nH]c5ccccc45)CC3)ON2)cc1 ?
Pf Dd2 growth: -13%

What do the screens show for `COc1cccc(CN2C(=O)OC3(CCN(C(=O)Cc4cccc(F)c4)CC3)C2(C)c2cccnc2)c1` (stereo unspecified)?
Pf Dd2 growth: inactive

How did CN1CCN(C(=O)Cc2c[nH]c3ncc(-c4ccsc4)cc23)CC1 do in these assays?
Pf Dd2 growth: inactive

What do the screens show for `CCOc1cccc(NC(=O)C2CC(=O)N(C)C(=Nc3cccc(OC)c3)S2)c1` (stereo unspecified)?
Pf Dd2 growth: inactive

Results for CCCCn1c(=N)c(S(=O)(=O)c2ccccc2)cc2c(=O)n3cccc(C)c3nc21 ?
Pf Dd2 growth: inactive

Results for COc1ccc(OC)c(NC(=O)CSc2ncc3c(n2)-c2ccccc2N(C)S3(=O)=O)c1 ?
Pf Dd2 growth: 54%[activator]

What do the screens show for `COc1ccc(Cl)cc1C(=O)N1CC(=O)N(c2ccccc2C#N)CC1C` (stereo unspecified)?
Pf Dd2 growth: -9%

What do the screens show for `O=C1COc2ccc(OCc3ccc(F)cc3)nc2CN1CCOc1ccccc1`?
Pf Dd2 growth: inconclusive

How did Cc1cn2c(=O)cc(COC(=O)c3cccc(NC(=O)c4ccccc4Cl)c3)nc2s1 do in these assays?
Pf Dd2 growth: 24%

How did COc1ccc(-c2ccc3ncn(-c4ccc(F)cc4F)c(=O)c3n2)cc1OC do in these assays?
Pf Dd2 growth: -4%[44.1 µM]

Results for COc1cccc(C(=O)N2CCC(c3n[nH]c(=O)n3Cc3ccc(C)cc3)CC2)c1 ?
Pf Dd2 growth: inactive

What do the screens show for `COc1cccc(Nc2ccc3c(n2)C(C)(C(=O)NC(C)C)CN(C)C3)c1` (stereo unspecified)?
Pf Dd2 growth: 2.5µM*

How did O=C(CC[C@@H]1CNC(=O)[C@@H]2C[C@H](NC(=O)Nc3ccc(F)cc3F)CN12)NCc1ccccc1 do in these assays?
Pf Dd2 growth: -25%

What do the screens show for `Cc1cc2ncc(C(=O)NCCc3ccc(Cl)cc3)cn2n1`?
Pf Dd2 growth: -2%[44.1 µM]

How did CCCC(=O)N1CCC2(CC1)C(=O)N(CC)c1ccccc12 do in these assays?
Pf Dd2 growth: 54%[activator]

How did COc1ccc(C(=O)N2C[C@@H]3C[C@H](C2)c2ccc(NC(=O)Nc4cccc(C#N)c4)c(=O)n2C3)cc1 do in these assays?
Pf Dd2 growth: inactive

Results for CCCN(CCC)CCCNC(=O)c1cn(CC)c2ccc(S(=O)(=O)N3CCc4ccccc4C3)cc2c1=O ?
Pf Dd2 growth: -18%

What do the screens show for `CC(C)CN1C[C@@H](NC(=O)c2cccnc2)C[C@H]1CO`?
Pf Dd2 growth: inconclusive

Results for Cc1cnc(C)n1CCN ?
Pf Dd2 growth: -2%

How did Cc1oc(C(O)c2cncnc2)nc1C(=O)Nc1cccc([S+](C)(=O)[O-])c1 (stereo unspecified) do in these assays?
Pf Dd2 growth: -8%[44.1 µM]

How did COc1ccc2c(c1)c1c(c(=O)n(-c3ccc(C)cc3)c(=O)n1CC(=O)Nc1cc(C)ccc1C)n2C do in these assays?
Pf Dd2 growth: -12%

How did COc1ccccc1CNc1ccc2nnc(C)n2n1 do in these assays?
Pf Dd2 growth: -3%

How did Cn1cc(S(=O)(=O)c2ccccc2)c(=O)c2cc(F)c(N3CCOCC3)cc21 do in these assays?
Pf Dd2 growth: -7%

What do the screens show for `COC(=O)c1cnn(-c2ccc(C(=O)Nc3ccc(C(C)=O)cc3)cc2)c1N`?
Pf Dd2 growth: inconclusive

How did CS(=O)(=O)N1CCC(C2CCN(C(=O)c3ccc(=O)[nH]c3)C2)CC1 (stereo unspecified) do in these assays?
Pf Dd2 growth: 2%

How did COc1ccccc1C(=O)NC1CCN(c2cnn(CC3CC3)c(=O)c2)CC1 do in these assays?
Pf Dd2 growth: inactive

What do the screens show for `OC1(CN2CCN(c3cccc(C(F)(F)F)c3)CC2)CNCCOC1` (stereo unspecified)?
Pf Dd2 growth: -11%

What do the screens show for `O=C(c1cccc([N+](=O)[O-])c1)N1c2ncnn2C2(CCCCC2)[C@@H]2CCCC[C@@H]21`?
Pf Dd2 growth: inconclusive

Results for O=C1[C@H]2CN(Cc3ccc(Cl)cc3)C[C@H]2C(=O)N1CCN1CCc2ccccc2C1 ?
Pf Dd2 growth: inconclusive

How did CC1(C)Cc2c(cnn2-c2ccc(F)cc2)C(NC(=O)c2cc(C3CC3)[nH]n2)C1 (stereo unspecified) do in these assays?
Pf Dd2 growth: -13%

What do the screens show for `CC(C)CN(CC1CN(C(=O)c2cccc(Cl)c2)CCO1)C(=O)c1cccc2ccccc12` (stereo unspecified)?
Pf Dd2 growth: inactive

How did COc1ccc(Cl)cc1-c1ccc2c(c1)C(=O)N1C[C@@H](NS(=O)(=O)c3ccc(F)cc3)C[C@H]1C(=O)N2 do in these assays?
Pf Dd2 growth: 7.1µM*

Results for O=C(C1CCOCC1)N1CCCn2nc(C(O)c3ccccc3)cc2C1 (stereo unspecified) ?
Pf Dd2 growth: 0%

Results for O=C1NCCCCCCN(C(=O)CC2CCCCC2)[C@H]2CCCC[C@@H]12 ?
Pf Dd2 growth: inconclusive

Results for COc1ccc(NCc2cc3cc4c(cc3n(CC(=O)Nc3cc(C)cc(C)c3)c2=O)OCO4)cc1 ?
Pf Dd2 growth: -6%

Results for COc1ccc(CCNc2ncnc3c2c(-c2ccccc2)cn3-c2ccc(Cl)cc2)cc1OC ?
Pf Dd2 growth: inactive

How did CCOc1ccc(CNCCSc2nnnn2C)cc1OC do in these assays?
Pf Dd2 growth: 0%

How did CC(C)(C)C1CCC2(CC1)NC(=O)N(CC(=O)Nc1ccccc1C(F)(F)F)C2=O (stereo unspecified) do in these assays?
Pf Dd2 growth: 10%

How did COCc1ncc(C)n1CCNC(=O)c1ccoc1 do in these assays?
Pf Dd2 growth: -4%
